Growth percent in the NCI-60 one-dose screen (48 h, 10 µM unless noted): 100 = growth as untreated, 0 = no growth, -100 = all killed.
HOP-62 – HOP-62 NSCLC | 80,000 compounds, 3.9% hits | AID 1794735
MDA-MB-468 – MDA-MB-468 breast cancer | 78,000 compounds, 8.5% hits | AID 2202374
RPMI-8226 – RPMI-8226 leukemia cells; AID 1794781; 77,000 compounds, 7.5% hits
MDA-MB-435 – MDA-MB-435 melanoma; 82,000 compounds, 7.8% hits; AID 1794794
SR – SR leukemia cells | 73,000 compounds, 8.7% hits | AID 1794780
MOLT-4 – MOLT-4 leukemia cells | 80,000 compounds, 6.9% hits
K-562 – K-562 leukemia. 78,000 compounds, 7.4% hits
CCRF-CEM – CCRF-CEM leukemia; 77,000 compounds, 7% hits
* marks the source's active call; other numbers are inactive results; nt = no result given. Rule for the calls: active = growth percent below 10; inactive = the rest.

SMILES	HOP-62	MDA-MB-468	RPMI-8226	MDA-MB-435	SR	MOLT-4	K-562	CCRF-CEM
CC(=O)N[C@H](C(=O)N[C@@H](CCCNC(=N)N)C(=O)N[C@@H](CCCCN)C(=O)N[C@@H](CCCNC(=N)N)C(=O)N[C@]1(C)CCC/C=C\CCC[C@@](C)(C(=O)N[C@@H](CC(C)C)C(=O)N[C@@H](CC(C)C)C(=O)N[C@@H](CCC(N)=O)C(=O)N[C@@H](CCC(=O)O)C(=O)N[C@@H](CCCNC(=N)N)C(=O)N[C@@H](CCC(=O)O)C(=O)N[C@@H](CC(C)C)C(=O)N[C@H](C(=O)N[C@@H](CCC(=O)O)C(N)=O)C(C)C)NC(=O)[C@H](CCCNC(=N)N)NC(=O)[C@H](CC(C)C)NC1=O)C(C)C	109	109	104	110	104	105	104	nt
COc1ccc2[nH]c(=O)c(CSc3ccc(N)cc3)cc2c1	79	85	56	72	59	44	34	34
CC(C)c1ccc(/C=N\NC(=S)N/N=C\c2ccc(C(C)C)cc2)cc1	128	91	96	106	94	97	107	92
CCCCCCCCCCCC(=O)NC(C)(C)C(=O)N1CCCC1C(=O)NC(C)(C)C(=O)NC(C)(C)C(=O)N1CCCC1C(=O)NC(C)(C)C(=O)NC(C)(C)C(=O)N1CCCC1C(=O)NC(C)C(=O)NCCC(=O)NC(C)C(=O)NC(C)(C)C(=O)NC(C)(C)C(=O)NC(C)(C)C(=O)NCCC(=O)NC(C)(C)C(=O)NC(C)(C)C(=O)NC(C)(C)C(=O)NC(C)C(=O)NCCC(=O)O (centres undefined)	-93*	-89*	-54*	-90*	-61*	-68*	-65*	-56*
C=CCn1c2c(c3ccccc31)CCC2	97	96	99	107	87	95	93	91
COc1ccc(N=Nc2c(N)nn3c(-c4ccc5c(c4)C=S=C5)ccnc23)cc1	42	17	9.9*	84	34	33	15	10
Cc1ccc(-c2cc3nc(-c4ccccc4)nc(C(Cl)Cl)n3n2)cc1	-60*	-61*	nt	-68*	71	89	20	nt
CN1c2ccccc2C(=O)N(NC(=O)Nc2ccccc2)C1c1ccccc1 (centres undefined)	92	105	100	104	98	102	99	103
FC(F)(F)c1ccc(-c2cnc(CNCCCC(F)(F)C(F)(F)C(F)(F)C(F)(F)C(F)(F)C(F)(F)C(F)(F)C(F)(F)F)nc2NC2CCCCCC2)cc1	92	44	27	92	81	88	57	70
O=C(Cn1cc(-c2ccc3c(c2)ncn3-c2ccccc2)cn1)NCCn1cc(COCCOCCOCCNc2cccc3c2C(=O)N(C2CCC(=O)NC2=O)C3=O)nn1 (centres undefined)	101	87	nt	98	80	100	99	67
Cc1cccc(NC(=O)c2sc3nc4c(cc3c2N)CN(Cc2ccccc2)CC4)c1C	32	24	27	-25*	25	22	13	14
CC(=O)N(C)c1ccc(C)cc1	108	118	111	109	97	104	98	105
COC1=CC(c2ccc[nH]2)=N/C1=C\c1[nH]c(C)c(C(=O)OCCn2cc(CCCCCCCCC[C@@H]3Cc4cc(O)ccc4C4CC[C@]5(C)[C@@H](O)CC[C@H]5C43)nn2)c1C (some centres undefined)	91	82	nt	99	99	111	107	70
COc1ccc(NC(=O)Nc2ccc(OCC(=O)N=Nc3c(O)[nH]c4ccc(OC)cc34)cc2)cc1	79	74	109	81	50	58	71	74
CC(O)CN(C)Cc1ccccc1 (centres undefined)	95	100	96	104	102	98	102	87
Cc1nc(Nc2ccc(NC(=O)Nc3ccc(Cl)c(C(F)(F)F)c3)cc2)c2c(C)c(C)[nH]c2n1	98	93	89	91	76	66	84	88
N#Cc1ncc(-c2cc(F)c(F)cc2F)c(NC2CCCCCC2)n1	58	79	62	83	50	82	82	85
Cc1cc(Sc2cc(C)cc(C(C)(C)C)c2O)c(O)c(C(C)(C)C)c1	91	104	74	90	nt	75	nt	87
COc1ccc(C(=O)COc2nc(-c3cccnc3)cc(-c3ccc(OC)c(OC)c3)c2C#N)cc1	93	109	79	107	83	81	91	93
COc1ccc(-c2c(N)n[nH]c2-c2ccccc2O)cc1OC	89	nt	53	93	54	97	87	82
COc1cccc(-n2nc(C(=O)NCc3ccccc3OC)nc2-c2cc(OC)c(OC)c(OC)c2)c1	86	100	100	91	94	103	122	107
Nc1nc(N)c2cc(Sc3cccc(C(F)(F)F)c3)ccc2n1	61	-4.8*	5.8*	29	-27*	14	8.4*	33
S=c1[nH]c2cc(Cl)ccc2s1	98	108	nt	99	106	108	111	-43*
CC(=S)N=Cc1c(O)cc(C)oc1=O	98	120	109	105	91	106	100	113
O=c1nc(N2CCOCC2)oc2c(-c3cccc4c3sc3ccccc34)cccc12	73	74	80	95	49	90	79	80
O=C(N/N=C\c1c(O)ccc2ccccc12)C1CC1	56	12	40	65	18	9.3*	34	12
Clc1ccc2c(c1)N(C1CCCN(Cc3ccccc3)C1)c1ccccc1S2 (centres undefined)	82	29	26	5.2*	16	70	19	40
COCCCNc1nc(NC(=O)c2ccc(F)cc2Cl)cc(-c2cccnc2)n1	95	99	95	94	88	99	96	104
O=C(CCCC(=O)Nc1ccccc1O)Nc1ccc(N2CCN(c3ccccc3)CC2)cc1	98	105	106	116	99	104	104	101
COc1ccc(C2=Nn3c(nnc3-c3ccc(CN)cc3)SC2)cc1	108	106	98	101	103	104	116	96
C/C(=C\CCc1ccoc1C)CC/C=C(\C)CCCO	114	86	85	110	92	86	91	91
CCNC(=O)c1[nH]cc(-c2ccc(OC)cc2)c1-c1cc(OC)cc(OC)c1	98	76	88	84	93	94	45	nt
COc1ccc(-c2nc3sccn3c2/C=C/C(=O)c2cccs2)cc1	110	nt	82	126	nt	52	61	103
CCNc1cc(Cl)nc(N)n1	99	98	100	108	107	88	94	30
O=C(O)CCn1c(=O)[nH]c(=O)n(CCC(=O)O)c1=O	111	105	108	108	103	105	101	101
O=c1[nH]c(=O)n(Cc2ccccc2Cn2cc(F)c(=O)[nH]c2=O)cc1F	99	nt	102	92	112	101	92	80
O=C(CCC(=O)c1nc2ncccc2[nH]1)NN1C(=O)CSC1c1ccccc1O (centres undefined)	90	97	98	104	94	115	104	106
C[C@H](OC(=O)CCl)[C@@H](C)OC(=O)CCl	114	107	99	106	101	101	99	nt
CCCC(C(=O)OC(C)CN1C(C)CCC1C)C1CCCC1 (centres undefined)	101	93	110	101	106	117	109	103
Nc1ccc(-c2nc(N)c3[nH]cnc3n2)cc1	89	90	104	104	111	105	101	73
Brc1sc2ccccc2c1Br	112	118	104	114	97	70	101	86
CC(=O)Nc1cccc(-n2cnc3cc(-c4ccc(O)cc4)ccc32)c1	38	-0.9*	20	-18*	nt	21	8.7*	24
COc1ccc(-n2nc(C(=O)NCCC(=O)NO)nc2-c2ccccc2)cc1	76	105	99	105	nt	92	90	87
N#CC1=C(N)OC2=C(C(=O)CCC2)C1c1cccs1 (centres undefined)	99	114	97	103	nt	93	94	104
N#Cc1cnn(C(=O)c2cnc3n(c2=O)CCCCC3)c1N	115	93	nt	104	106	109	113	106
O=C(O)c1c(-c2ccc(Cl)c(Cl)c2Cl)nc2n1CCS2	119	nt	99	98	82	91	92	119
CC1C(=O)C2C(CCC3=CC(=O)CCC32C)C2CCC(C(C)(C)OCCO)C12C (centres undefined)	89	79	58	97	69	77	71	79
Nc1cc(Cl)ccc1-c1nnc2n1N=C(c1ccccc1)CS2	102	106	98	84	100	89	82	65
COc1cc(/C=N/n2c(C)nc3c(c(C)nn3-c3ccccc3)c2=O)ccc1O	95	111	94	102	nt	103	83	101
COc1cc(OC)c(-c2nc3ccccc3s2)c(OC)c1	nt	109	92	103	91	89	99	95
O=C(O)c1ccc(-n2cc(CNc3ccc(Oc4ccccc4)cc3)c(-c3cc(C(F)(F)F)cc(C(F)(F)F)c3)n2)cc1	97	110	72	95	91	76	79	88
Nc1nnc(-c2ccc(N=Nc3ccc(S(N)(=O)=O)cc3)cc2)s1	72	97	94	103	96	99	81	103
O=C(Nc1ccc(Nc2cc(Nc3ccccc3)ncn2)cc1)Nc1cc(C(F)(F)F)ccc1F	69	55	65	76	42	64	56	72
CC1(COc2ccc3ncc(C#Cc4cncc(C(=O)Nc5cccc(C(F)(F)F)c5)c4)n3n2)COC1	64	102	93	89	56	85	48	88
O=C(c1ccccc1)C(CN1CCOCC1)c1ccccc1 (centres undefined)	81	-69*	-8.7*	nt	-0.2*	19	7.0*	4.5*
CCn1cc(C2=C(c3cn(C)c4ncccc34)C(=O)N(O)C2=O)c2cccnc21	97	101	89	98	104	115	114	95
Cc1c(C(=O)O[C@H]2[C@@H]3[C@H](C)CC[C@H]3[C@]3(C)O[C@@]2(C2CCCCC2)C[C@H]3OC(=O)CO)ccc2ccccc12	30	22	-41*	39	nt	nt	7.5*	-4.7*
COC(=O)Cc1[nH]c(Cl)nc1C(N)=O	98	104	99	111	nt	109	118	99
O=C(O)C1C2CCC(CC2)C1C(=O)O (centres undefined)	119	115	nt	112	95	103	103	87
CNCC[C@H](Oc1cccc2ccccc12)c1cccs1	128	82	95	88	52	50	55	92
Remaining list, next part.
SMILES	HOP-62	MDA-MB-468	RPMI-8226	MDA-MB-435	SR	MOLT-4	K-562	CCRF-CEM
CCOC(=O)CC(C)C(F)(F)F (centres undefined)	102	105	103	103	88	96	99	nt
N#CC(C#N)=C(N)c1nnn2c1nc(N)c1ccccc12	101	112	102	107	92	101	98	107
CC1(C)CC(=O)C(/C=N/C(N)=S)=C(O)C1	95	101	106	105	93	101	109	102
Cc1nc(C)c(CSC2N=C(c3ccc([N+](=O)[O-])cc3)c3cnn(-c4ccccc4)c3N2)nc1C (centres undefined)	102	98	nt	110	88	100	98	96
CCOC(=O)c1ccccc1NC(=O)C(C)N1CCOCC1 (centres undefined)	107	110	100	115	98	91	99	86
Cc1ccc(-c2c(C#N)c(N)n(-c3cc(C)ccn3)c(=O)c2C#N)cc1	88	107	99	94	115	100	111	93
COc1ccc2c(c1)NC(=O)CN2c1nc(NC2CC2)nc2ccccc12	32	8.4*	33	-36*	32	34	8.2*	32
C/C(=C(/c1ccc(Cl)cc1)c1ccc(OCCCN(C)C)cc1)c1ccccc1	110	94	73	83	25	79	25	76

Screening data from PubChem BioAssay.
